Compound activity from PubChem.
EPAC1 ag: EPAC1 (human) agonism; 360,000 compounds, 0.073% hits; Potency, µM (doses to about 154 µM), inactives show at the highest dose activation, actives largely listed as activators; O95398; EPAC1 agonist qHTS, biochemical assay; response scale: 100% = response to 6.5 mM cAMP; further: nearly all actives have a fitted effect of over 60% in size
Target sequence (O95398 whole entry, looked up): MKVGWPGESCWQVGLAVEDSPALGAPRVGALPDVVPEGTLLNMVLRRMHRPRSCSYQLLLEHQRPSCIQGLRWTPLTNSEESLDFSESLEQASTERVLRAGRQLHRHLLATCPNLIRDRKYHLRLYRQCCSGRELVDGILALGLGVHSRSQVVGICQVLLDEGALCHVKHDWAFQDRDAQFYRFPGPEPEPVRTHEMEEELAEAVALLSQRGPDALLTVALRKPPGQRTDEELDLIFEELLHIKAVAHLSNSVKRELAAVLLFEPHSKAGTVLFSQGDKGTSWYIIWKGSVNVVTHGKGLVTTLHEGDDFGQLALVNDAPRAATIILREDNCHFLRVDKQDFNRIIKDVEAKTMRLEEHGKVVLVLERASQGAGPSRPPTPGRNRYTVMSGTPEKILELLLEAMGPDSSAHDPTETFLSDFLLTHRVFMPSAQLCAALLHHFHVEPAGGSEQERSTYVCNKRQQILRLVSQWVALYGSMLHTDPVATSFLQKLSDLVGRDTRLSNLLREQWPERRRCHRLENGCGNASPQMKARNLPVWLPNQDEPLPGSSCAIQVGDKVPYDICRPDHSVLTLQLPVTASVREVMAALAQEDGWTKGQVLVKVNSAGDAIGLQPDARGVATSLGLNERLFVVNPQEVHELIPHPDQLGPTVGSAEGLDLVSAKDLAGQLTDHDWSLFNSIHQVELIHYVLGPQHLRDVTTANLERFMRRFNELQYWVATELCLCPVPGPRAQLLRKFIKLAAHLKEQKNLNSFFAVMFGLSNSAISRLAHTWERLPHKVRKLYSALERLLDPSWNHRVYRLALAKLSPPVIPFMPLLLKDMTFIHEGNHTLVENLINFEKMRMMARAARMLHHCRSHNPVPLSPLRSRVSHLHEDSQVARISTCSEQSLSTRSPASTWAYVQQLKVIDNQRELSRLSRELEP
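EPAC1 100 nM, Rap1B–BODIPY-GDP 250 nM, unlabeled GDP 50 uM; compound titration; 5 min RT; kinetic read ex480/em540 at 5-min intervals ×30 min; data normalized to 6.5 mM cAMP agonist control.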
PTHR1 agonist: PTHR1 (human) receptor agonism. Q03431. HEK293 GP2 PTHR1 cells, GloSensor cAMP luminescence, 1 h. Potency, µM (doses to about 115 µM), without a hit: at the highest dose activation, usual class: activators. 410,000 compounds, 0.075% hits. AID 743266; further: nearly all actives have a fitted effect of over 55% in size; some results filed as inactive show a strong effect at the top dose; inactives centre near -15; many of its hits are not listed in these tables
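HEK-293-derived GP2 cells expressing PTHR1 and a GloSensor cAMP reporter, 3,000/well, plated overnight, given luciferin plus IBMX (each 0.5 mM as added) for 1 h at 37 °C, then compound for 1 h at 37 °C. Luminescence was read after 15 min at room temperature.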
FUS suppressor: FUS proteinopathy suppression in yeast; S. cerevisiae FUS-expressing, growth rescue, OD600, 24 h; Potency, µM (series often up to 76.6 µM), for the others: at the top dose growth rescue (activation), usual class: activators; 390,000 compounds, 0.24% hits;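 further: plate controls were DMSO vehicle for no effect and reference control for full effect; nearly all actives have a fitted effect of over 55% in size; some results filed as inactive show a strong effect at the top dose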
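S. cerevisiae expressing FUS from galactose induction served as the toxicity model. Growth after 24hr at 30C, read as absorbance at 600 nm, indicates suppression of toxicity; compounds dosed at several concentrations.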
EPAC1 antagonist: blocks human EPAC1 exchange factor; Potency, µM (top dose mostly 115 µM), inactives show at the top dose activity change, negative = inhibition, actives largely listed as inhibitors; EPAC1 GEF assay, Rap1b-BODIPY-GDP exchange fluorescence; O95398; 360,000 compounds, 0.14% hits;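 further: plate controls were vehicle for no effect and positive control for full effect; nearly all actives have a fitted effect of over 50% in size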
EPAC2 ag: activates human EPAC2 exchange factor. Q8WZA2. EPAC2 activation, biochemical qHTS; response scale: 100% = 6.5 mM cAMP response. Potency, µM (top dose mostly 154 µM), without a hit: at the highest dose activation, hits mostly activators. 360,000 compounds, 0.079% hits; further: nearly all actives have a fitted effect of over 50% in size
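Guanine nucleotide exchange by EPAC2 is measured as reduced fluorescence of BODIPY-GDP once it is released from 250 nM Rap1B. Plates are read kinetically for 30 min at room temperature; results are scaled to 6.5 mM cAMP.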
EPAC2 antagonist: blocks human EPAC2 exchange factor. Q8WZA2. EPAC2 GEF exchange of Rap1B-BODIPY-GDP, fluorescence. Potency, µM (titrated, usually from 114 µM), for inactives: at the highest dose activity, negative = inhibition, usual class: inhibitors. 360,000 compounds, 0.18% hits. AID 720708; further: on the % scale 0 is the no-effect control and ±100 the full control effect; nearly all actives have a fitted effect of over 45% in size; many of its hits are not listed in these tables
TDP43 rescue: inhibitors of TDP-43 toxicity in yeast; TDP-43 expressing yeast growth rescue, BacTiter-Glo, 24 h; Potency, µM (series often up to 46.1 µM), for the others: top-dose growth rescue (activation), hits mostly activators; 410,000 compounds, 1.8% hits; AID 652104; further: % of control where 0% means no effect; nearly all actives have a fitted effect of over 50% in size
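In this qHTS, compounds that restore growth of yeast expressing TDP-43 appear as activators. Cells (OD600=0.02, galactose medium, raffinose-pregrown) are incubated with compound 24 hr at 30 deg C and growth is quantified by BacTiter-Glo.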
aSyn yeast inh: rescues yeast growth from alpha-synuclein toxicity; Yeast expressing alpha-synuclein, growth rescue, BacTiter-Glo, 24 h; Potency, µM (top dose mostly 46.1 µM), inactives show top-dose growth rescue (activation), hits mostly activators; 370,000 compounds, 0.14% hits; AID 652106; further: % of control where 0% means no effect; nearly all actives have a fitted effect of over 65% in size
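Galactose-induced alpha-syn yeast (OD600=0.02, raffinose-pregrown) + pinned cpd, 24 hr, 30 deg C; growth by BacTiter-Glo luminescence. Growth restoration scores as activation.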
The depositor's hits bear a star; i = inactive; ? = inconclusive; · = not tested or not shown; [ ] = another dose, or the depositor's remark. The call rests on the fitted dose curve; in most records, active means well fitted curve in the direction sought with a large enough effect; inconclusive means small, poorly fitted or top-dose-only effect, or another doubt; inactive means no such curve, though single readings can be large; an effect the other way counts as inactive or inconclusive. Potency means the concentration at half of the fitted maximal effect. Not all compounds are listed, so the mix of outcomes need not match the whole.

mol	EPAC1 ag	PTHR1 agonist	FUS suppressor	EPAC1 antagonist	EPAC2 ag	EPAC2 antagonist	TDP43 rescue	aSyn yeast inh
CS(=O)(=O)N(Cc1ccccc1)c1ccc(C(=O)NCc2cccnc2)cc1	5.0%	i	-1.1%	0.0%	-1.3%	-1.5%	1.8%	6.1%
Cc1ccc(S(=O)(=O)N2CCC(C(=O)OCC(=O)NC3(C#N)CCCCC3)CC2)cc1C	3.3%	-19.2%	23.7%	9.5%	-2.7%	-3.8%	6.0%	-0.3%
Cc1cc(/C=C2/NC(=O)N(Cc3ccccc3F)C2=O)c(C)n1C	-2.0%	i	28.2%	-2.6%	0.8%	4.1%	14.0%	-1.1%
CC(C)(C)NC(=O)C[C@H]1C[C@H](C(=O)N2CCOCC2)[C@@]2(CCC3CCCC3)c3[nH]c4cc(-c5ccco5)ccc4c3CCN2C1=O	0.0%	-14.0%	?	-21.4%	2.6%	-7.8%	28.2%	-0.6%
CC1(NC(=O)c2cc(Cl)nc3ccccc23)CCS(=O)(=O)C1 (configuration not stated)	6.7%	i	-15.8%	2.4%	5.3%	2.7%	10.0%	0.1%
NC(=O)Nc1ccc(C(=O)OCC(=O)Nc2cccc(S(=O)(=O)NC3=NCCC3)c2)cc1	2.8%	i	9.0%	15.3%	4.7%	1.5%	13.6%	4.6%[1.84 µM]
CN(C(=O)CSc1nc2scc(-c3ccccc3)c2c(=O)[nH]1)c1ccccc1	10.0%	-42.6%[inhibitor]	27.4%	0.2%	4.0%	-1.3%	?	-1.0%
CC1=C(C(=O)N2CCOCC2)CC(CC(=O)NC2CCCCC2)C(=O)N1CCCN1CCCC1=O (configuration not stated)	-20.6%	-23.7%	-29.7%	-7.2%	6.8%	-2.5%	?	1.7%
Cc1ccc(NC(=O)CN(C)C(=O)CSc2nnc(C)s2)cc1	-0.2%	i	-12.1%	5.8%	2.2%	17.2%	-9.3%	-3.2%
Cc1ccc2nc(-c3ccccc3)cc(C(=O)NCCCn3ccnc3)c2c1	7.9%	i	-5.2%	4.7%	5.2%	2.1%	0.7%	0.5%
Cc1cc(C(=O)Nn2cnnc2)cs1	-0.6%	8.7%	13.9%	15.7%	5.0%	19.6%	-21.9%	-0.8%
CN1CCN(C(=O)CCNC(=O)Cn2cnc3ccccc3c2=O)CC1	0.6%	-22.8%	3.6%	13.6%	-2.2%	-2.5%	2.4%	-2.2%
O=C(Oc1ccc2c(=O)c(Oc3ccc4ccccc4c3)coc2c1)c1cccnc1	-8.4%	-43.8%[inhibitor]	17.0%	3.5%	-0.7%	10.5%	-17.2%	0.6%
CSc1nc2ccccc2c(=O)n1C1CCOC(C)(C)C1 (configuration not stated)	6.7%	-12.7%	-22.0%	-11.9%	4.1%	-19.6%	0.0%	12.6%
COc1cc(OC)cc(C(=O)NNC(=O)CCC(=O)c2cc(C)sc2C)c1	4.3%	i	·	13.4%	6.3%	8.3%	6.8%	-6.4%
COc1ccc(NC(=O)c2[nH]c(C)c(C(C)=O)c2C)cc1S(=O)(=O)N1CCOCC1	14.5%	-35.7%[inhibitor]	17.1%	10.8%	0.4%	-23.2%	-6.2%	3.2%
CCc1cc(C(=O)c2ccc(OC)cc2)c(NC(=O)CN2CCN(C)CC2)s1	7.4%	i	-5.5%	6.8%	3.5%	-4.7%	-7.7%	-4.0%
COc1ccc(C(=O)NCC(=O)OCC(=O)Nc2sccc2C#N)cc1OC	-1.9%	i	?	-12.7%	2.2%	3.2%	-3.0%	-3.9%
CC(C)C(=O)Nc1nnc(S(=O)(=O)N2CCCc3ccccc32)s1	0.5%	-0.5%	8.3%	-26.1%	-2.2%	4.6%	19.0%	-1.0%
CCO[C@@H]1OC(C(=O)NCc2ccccc2)=C[C@H](C2CCCCC2)[C@H]1CCCO	-4.9%	-31.7%[inhibitor]	?	-18.7%	16.7%	-14.9%	4.9%	2.2%
CCc1nc(SCC(=O)Nc2cccc3ccccc23)[nH]c(=O)c1C	3.5%	-15.9%	-5.4%	11.8%	6.2%	7.0%	-14.6%	-3.8%
COC(=O)c1cc(NC(=O)Cc2ccccc2[N+](=O)[O-])cc(C(=O)OC)c1	-1.3%	i	0.3%	5.0%	-0.7%	9.1%	-15.2%	-4.7%
O=C(Nc1c(-c2ccc3c(c2)OCO3)[nH][nH]c1=O)c1ccccc1	-6.3%	-16.3%	-8.2%	35.5µM*	27.8%	?	21.0%	-3.6%
Cc1ccc(S(=O)(=O)OCC(=O)Nc2ccc(C(=O)O)c(O)c2)cc1	-0.3%	i	·	-20.8%	-5.8%	4.4%	10.7%	-7.2%
O=C(COc1ccc(-n2cnnn2)cc1)NC1CCCCC1	-7.4%	i	6.2%	6.0%	2.5%	8.2%	7.0%	-5.1%
Cc1ccc(N2C(=O)C3N=NN(CC(=O)N4N=C(c5cccc6ccccc56)CC4c4ccccc4)C3C2=O)cc1 (configuration not stated)	5.6%	-17.5%	14.1µM*	3.5%	7.0%	-1.2%	7.4%	3.8%
CC1CCN(S(=O)(=O)c2ccc(C(=O)OCc3ccc4c(c3)OCO4)cc2)CC1	-0.4%	-0.9%[57.5 µM]	9.9%	11.0%	-6.6%	9.7%	-17.6%	1.3%
CCN1CCN(C(=S)c2ccc(Cl)cc2)CC1	-0.3%	-46.4%[inhibitor]	-3.0%	6.5%	-5.2%	0.1%	4.4%	4.3%
Cc1nc(-c2ccc(S(=O)(=O)N(C)Cc3ccccc3)cc2)co1	·	-43.8%[inhibitor]	14.4%	·	·	·	0.0%	20.0%
CC(C)C(=O)NC(=S)Nc1ccc(CN2CCOCC2)cc1	3.8%	-7.2%	-20.3%	6.1%	4.9%	3.8%	-4.4%	-6.9%
Cc1ccccc1N1C(=O)c2cccc3c(N(C)CCO)ccc(c23)C1=O	22.7%	i	-0.7%	4.9%	?	9.4%	-9.7%	-0.4%
CCN1C(=O)/C(=C/c2cnn(CC)c2C)SC1=S	11.2%	-32.6%[inhibitor]	-9.6%	-1.8%	-11.4%	-19.4%	2.6%	-8.5%
CC(Nc1nc(-c2ccc(F)cc2)cs1)c1nc2cc(C(F)(F)F)ccc2n1CCCO (configuration not stated)	0.2%	-10.9%	23.0%	-17.2%	12.3%	-19.9%	27.9%	-4.6%
Cc1cccc(NC(=O)CN(C)CC(=O)NC(c2ccccc2)c2ccccc2)c1C	0.8%	i	·	5.8%	1.2%	-4.6%	24.0%	7.7%
Cc1cc(C)n(C(=O)c2ccc(C)c(S(=O)(=O)N3CCOCC3)c2)n1	-4.9%	i	16.3%	-8.7%	11.8%	-0.3%	-7.6%	-1.0%
O=C(Nc1ccccc1Cl)c1ccc(-c2ccccn2)s1	8.3%	-37.9%[inhibitor]	8.3%	-9.2%	3.3%	-0.7%	11.2µM*	-0.8%
Cc1cc(NS(=O)(=O)c2ccc(NC(=S)NC(=O)c3ccc(F)cc3Cl)cc2)no1	0.3%	-4.5%	7.5%	-10.7%	4.1%	-0.2%	8.1%	1.1%
CCCCC(=O)N1c2ccccc2C(C)(c2ccccc2)CC1(C)C (configuration not stated)	·	i	-3.5%	·	·	·	9.9%	0.7%
COc1ccc(N(CC(=O)NCc2ccccc2Cl)S(=O)(=O)c2c(C)n[nH]c2C)cc1	-4.4%	-19.3%	31.5%	-8.0%	2.1%	-8.8%	9.7%	-1.1%
O=C(O)c1ccccc1CSc1nc2ccccc2n1Cc1ccccc1C(=O)O	3.8%	-0.5%	6.5%	4.1%	6.6%	3.6%	-4.0%	0.0%
Cc1[nH]c2ccccc2c1/C=N/NC(=O)CNC(=O)Cc1ccccc1	4.2%	-14.8%	1.4%	-24.6%	12.7%	-1.3%	-13.3%	-5.9%
NS(=O)(=O)c1ccc(CCNC(=O)NC2(C(F)(F)F)Oc3ccccc3O2)cc1	8.1%	-24.6%	-4.7%	-12.2%	-1.0%	-7.5%	1.4%	-0.1%
CC(C)c1ccccc1NC(=O)COC(=O)C1(C)CC1(Cl)Cl (configuration not stated)	-1.4%	i	4.1%	-0.9%	-3.8%	-3.9%	12.2%	-7.0%
O=C(NC(NC(=S)Nc1ccccc1)C(Cl)(Cl)Cl)c1cccc(Cl)c1 (configuration not stated)	?	-90.2%[inhibitor]	-8.5%	-10.5%	28.7%	-2.8%	-26.9%	-1.7%
CCNC(=O)CSc1nnc(-c2ccccc2)n1-c1ccc(OCC)cc1	1.0%	i	15.4%	4.1%	6.8%	12.9%	-28.2%	3.2%
CC(=O)N(O)CCCCCNC(=O)CCC(=O)N(O)CCCCCNC(=O)CCC(=O)N(O)CCCCCNC(=O)CCC(=O)O	-20.9%	-3.2%	-17.5%	-0.5%	3.2%	-3.8%	6.2%	-20.9%
COC(=O)c1ccc(NC(=S)NCCc2ccccc2C)cc1	6.0%	i	·	-24.2%	?	-9.5%	?	-14.1%
COc1ccc(CC2=CC(=O)c3ccccc3C2=O)cc1	5.3%	-46.1%[inhibitor]	0.4%	-20.1%	16.9%	1.8%	-88.2%[inhibitor]	-57.0%[inhibitor]

Profiles from above:
O=C(Nc1ccccc1Cl)c1ccc(-c2ccccn2)s1 is listed with EPAC1 ag: 8.3%; PTHR1 agonist: -37.9%[inhibitor]; FUS suppressor: 8.3%; EPAC1 antagonist: -9.2%; EPAC2 ag: 3.3%; EPAC2 antagonist: -0.7%; TDP43 rescue: 11.2µM*; aSyn yeast inh: -0.8%
O=C(O)c1ccccc1CSc1nc2ccccc2n1Cc1ccccc1C(=O)O is listed with EPAC1 ag: 3.8%; PTHR1 agonist: -0.5%; FUS suppressor: 6.5%; EPAC1 antagonist: 4.1%; EPAC2 ag: 6.6%; EPAC2 antagonist: 3.6%; TDP43 rescue: -4.0%; aSyn yeast inh: 0.0%
